Source: PubChem BioAssay (National Center for Advancing Translational Sciences (NCATS))
TexasRed fluor: Texas Red fluorescence interference in TRb-SRC2 counter-screen; hit rate 0.29% among 280,000; AID 1479; TRb/SRC2 Texas Red total fluorescence interference; Potency, µM (series often up to 106 µM), for inactives: top-dose fluorescence change, negative = quenching; active means well fitted curve in either direction with a large enough effect; inconclusive means small, poorly fitted or top-dose-only effect; further: on the % scale 0 is the no-effect control and ±100 the full control effect
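Human TRb ligand-binding domain at 0.6 uM with 20 nM Texas Red SRC2 peptide in Tris buffer containing 1 uM T3 and 5% DMSO, incubated with compound 5 h at ambient temperature. Total fluorescence (555/632 nm) calculated as parallel + 2 × perpendicular.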
HTT cytoprotect: protects HTT-Q103 PC12 cells, measured by ATP; hit rate 0.14% among 230,000; Potency, µM (highest dose often 56.4 µM), inactives show cytoprotection (ATP increase), usual class: activators; PC12 HTT-Q103 induced, cytoprotection, ATP luminescence, 40 h; AID 1471;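 further: % of control where 0% means no effect; nearly all actives have a fitted effect of over 45% in size; toxic huntingtin expression switched on by the ecdysone agonist tebufenozide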
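Rat PC12, Q103 Htt exon1-GFP fusion, ecdysone promoter; tebufenozide inducer 100 nM final; compound titration; qHTS, 1500 cells/well; ATPlite luminescent read.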
RECQ1 helicase: RECQ1 (human) helicase inhibition; P46063; RECQ1 DNA unwinding, red fluorescence kinetic read; Potency, µM (titrated, usually from 57.3 µM), inactives show top-dose activity, negative = inhibition, hits mostly inhibitors; hit rate 0.54% among 240,000; AID 2549;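 further: plate controls were vehicle for no effect and no enzyme for full effect; nearly all actives have a fitted effect of over 30% in size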
Target sequence (P46063 whole entry, looked up): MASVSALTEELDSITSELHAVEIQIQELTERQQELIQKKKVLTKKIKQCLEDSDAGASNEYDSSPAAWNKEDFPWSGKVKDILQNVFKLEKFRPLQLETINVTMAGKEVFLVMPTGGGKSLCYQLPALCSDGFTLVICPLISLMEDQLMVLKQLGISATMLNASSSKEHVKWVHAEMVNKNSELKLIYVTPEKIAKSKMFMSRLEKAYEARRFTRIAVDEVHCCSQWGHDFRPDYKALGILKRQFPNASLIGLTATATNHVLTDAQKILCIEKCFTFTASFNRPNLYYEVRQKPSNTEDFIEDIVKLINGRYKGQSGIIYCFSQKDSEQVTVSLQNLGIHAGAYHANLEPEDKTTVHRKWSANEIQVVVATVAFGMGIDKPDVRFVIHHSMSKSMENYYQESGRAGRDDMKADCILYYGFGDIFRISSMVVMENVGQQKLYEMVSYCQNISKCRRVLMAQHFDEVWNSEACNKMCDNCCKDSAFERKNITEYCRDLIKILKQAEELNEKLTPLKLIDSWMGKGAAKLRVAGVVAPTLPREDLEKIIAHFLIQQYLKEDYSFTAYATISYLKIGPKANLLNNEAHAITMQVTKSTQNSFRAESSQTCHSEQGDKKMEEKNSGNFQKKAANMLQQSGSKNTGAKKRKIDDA
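50 nM RECQ1T1 preincubated 15 min with compound in Tris pH 8.0 buffer with MgCl2, DTT, Tween-20 and 2.5 ug/ml poly(dI-dC); started with 200 nM TAMRA/BHQ-2 forked duplex and 2 mM ATP. Unwinding read as fluorescence (525/598 nm), two reads 2 h apart.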
Tau fluor counter: counter-screen for tau fibril formation inhibitors; AID 1463; hit rate 0.93% among 280,000; tau K18 P301L Alexa594 fluorescence, heparin fibrillization; Potency, µM (top dose mostly 57.7 µM), without a hit: at the top dose activity change, negative = decrease; further: on the % scale 0 is the no-effect control and ±100 the full control effect; nearly all actives have a fitted effect of over 55% in size
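Human tau K18 P301L (15 uM unlabeled, 0.24 uM Alexa 594-labeled) in 100 mM sodium acetate pH 7 with 20 uM heparin, 6 hr at 37 C. ThT 30 uM added, 1 hr ambient; Alexa 594 FP and total fluorescence read at 555/632 nm.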
Tau fibril ThT: blocks human tau fibril formation measured by thioflavin T; hit rate 2.1% among 270,000; recombinant tau K18 P301L (four-repeat tau fragment), heparin-induced fibrillization, ThT fluorescence; Potency, µM (series often up to 57.4 µM), inactives show at the top dose activity, negative = inhibition, usual class: inhibitors; further: on the % scale 0 is the no-effect control and ±100 the full control effect; nearly all actives have a fitted effect of over 55% in size
Target sequence (P10636 561-689 P618L limits assumed): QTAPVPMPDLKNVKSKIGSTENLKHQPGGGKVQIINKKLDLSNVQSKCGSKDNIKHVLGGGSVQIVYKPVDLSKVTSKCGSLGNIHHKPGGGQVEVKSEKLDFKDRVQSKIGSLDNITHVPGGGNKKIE
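Tau K18 P301L fragment (15 uM unlabeled plus 0.24 uM Alexa 594-labeled) in 100 mM sodium acetate pH 7 with compound, fibrillization induced by 20 uM heparin for 6 hr at 37 C. Thioflavin T (30 uM) added, fluorescence read after 1 hr (ex 450, em 510 nm).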
L3MBTL1 block: inhibitors of human L3MBTL1; hit rate 0.66% among 230,000; AID 485360; AlphaScreen L3MBTL1–H3K9me1 peptide binding; Potency, µM (highest dose often 57.1 µM), without a hit: top-dose activity, negative = inhibition, hits mostly inhibitors; Q9Y468; further: on the % scale 0 is the no-effect control and ±100 the full control effect; nearly all actives have a fitted effect of over 60% in size
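AlphaScreen proximity signal between nickel-chelate acceptor and streptavidin donor beads (final 10 ug/mL) reports binding of 50 nM L3MBTL1 to 75 nM biotin-H3 K9me1 peptide; complex incubated with compounds 30 min at room temperature; cefsulodin titration as control.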
Tau FP inhib: tau fibrillization inhibition (FP) | P10636 | K18 P301L tau heparin fibrillization, Alexa594 FP, 6 h | Potency, µM (series often up to 57.7 µM), for the others: at the top dose activity, negative = inhibition, usual class: inhibitors | hit rate 0.39% among 280,000; further: on the % scale 0 is the no-effect control and ±100 the full control effect; nearly all actives have a fitted effect of over 55% in size
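K18 P301L tau (15 uM unlabeled/0.24 uM Alexa 594-labeled, final) + compound + heparin 20 uM final; 100 mM NaOAc pH 7; 6 hr 37 C; ThT 30 uM final added, 1 hr RT; FP ex 555/em 632 nm.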
TRb-SRC2 inh: TRbeta-SRC2 interaction inhibition; P10828; TRbeta-SRC2 peptide binding, fluorescence polarization; receptor liganded with 1 µM T3; Potency, µM (series often up to 106 µM), inactives show at the highest dose activity change, negative = inhibition, usual class: inhibitors; hit rate 0.065% among 280,000; AID 1469;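 further: plate controls were bound peptide for no effect and peptide without receptor for full effect; nearly all actives have a fitted effect of over 50% in size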
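Fluorescence polarization of 20 nM Texas Red SRC2 peptide with 0.6 uM human TRb ligand-binding domain, in Tris buffer with 1uM T3 and 5% DMSO. Incubated 5 hr ambient; normalized to unbound and bound controls.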
Starred values were filed as active, the others as inactive; i = inactive; ? = inconclusive; . = not tested or not shown; [ ] = dose if it differs, or a comment. Unless noted, the call rests on the fitted dose curve; in most records, active means well fitted curve in the direction sought with a large enough effect; inconclusive means small, poorly fitted or top-dose-only effect, or another doubt; inactive means no such curve, though single readings can be large; an effect the other way counts as inactive or inconclusive. Potency means the concentration at half of the fitted maximal effect.

SMILES	TexasRed fluor	HTT cytoprotect	RECQ1 helicase	Tau fluor counter	Tau fibril ThT	L3MBTL1 block	Tau FP inhib	TRb-SRC2 inh
COc1cccc(NC(=O)c2ccc3c(SCC(=O)O)c4c(nc3c2)CCCC4)c1	-2%	-10%	2%	1%	1%	2%	-9%	13%
CCCC(=O)Nc1nc2ccc(NC(=O)c3ccccc3F)cc2s1	2%	-55%[inhibitor][10 µM]	-1%	-23%	-11%	-2%	?	6%
COc1ccc2[nH]c(=O)c(CN(C(=O)C3CCCO3)c3ccc(C)cc3)cc2c1 (stereo unspecified)	-2%	-18%[0.074 µM]	i	2%	-4%	-2%	-10%	-2%
COc1cc(-c2nc3ccccn3c2/N=C/c2cccc(F)c2)ccc1O	-3%	3%	0%	-27%	?	.	-8%	0%
CCCCn1c(SCC(=O)NCCOC)nc2ccc(N3CCOCC3)cc2c1=O	-5%	-27%	-2%	-17%	-15%	2%	-5%	6%
CN(C)c1nc(NCc2ccccc2)nc(SCC(=O)Nc2ccccc2Cl)n1	0%	22%[10 µM]	-5%	-23%	-2%	5%	-9%	8%
Cn1c(=O)c2nc(SCC(=O)Nc3ccc(Cl)c(Cl)c3)n(C)c2n(C)c1=O	-1%	.	.	-4%	-5%	.	-6%	-1%
COc1ccc(C(C(=O)NC(C)(C)C)N(C(=O)CNC(=O)c2cccs2)c2ccc(C(C)C)cc2)cc1OC (stereo unspecified)	-2%	-6%	-3%	0%	-1%	-2%	9%	0%
Cn1c(=O)[nH]c(=O)c2c1nc(NCCCn1ccnc1)n2Cc1ccccc1	-2%	4%[10 µM]	-8%	3%	-1%	-6%	6%	-6%
N#C[C@@H]1[C@@H]2C(=O)N(c3ccc4c(c3)OCCO4)C(=O)[C@@H]2C2c3ccccc3C=CN21 (stereo partly specified)	-5%	29%[10 µM]	4%	-18%	?	?	3%	-4%
CCOc1ccc(C2NC(=O)c3ccccc3O2)cc1 (stereo unspecified)	1%	-4%	-14%	-3%	-14%	6%	11%	6%
Cc1ccc(C(=O)Oc2ccc(C(=O)COC(=O)C3CC(=O)N(Cc4ccco4)C3)cc2)cc1 (stereo unspecified)	1%	13%[10 µM]	-29%	-8%	?	?	-5%	4%
Cn1c(SCC(=O)NC(=O)CN2CCCC2=O)nnc1-c1ccc(F)cc1	-24%	-5%	-1%	-3%	-1%	.	-4%	13%
COc1ccccc1NC(=S)N(CCN1CCOCC1)Cc1ccccc1F	-5%	-31%	-3%	-1%	-4%	-5%	0%	-8%
O=S(=O)(Nc1ccc(Cl)cn1)c1cnc(Cl)c(Br)c1	-1%	-5%[10 µM]	-2%	-5%	-2%	.	-2%	9%
Clc1cccc2sc(N3CCCC3)nc12	0%	8%	-1%	8%	-4%	3%[11.4 µM]	6%	2%
Cc1[nH]c2ccccc2c1/C=N/NC(=O)CNC(=O)c1ccc2c(c1)OCO2	0%	5%[10 µM]	0%	?	?	-2%	18%	3%
Cc1cc(Oc2ncccc2[N+](=O)[O-])c2cc(Cl)ccc2n1	-3%	2%[10 µM]	i	-24%	?	-4%	-12%	-1%
CCOc1ccc(-c2cc(C(=O)OC)nc3c2c(=O)n(C)c(=O)n3C)cc1	-6%	?	i	-8%	.	.	4%	-5%
OC(COCC1COc2ccccc2O1)CN1CCN(c2ccc(F)cc2)CC1 (stereo unspecified)	7%	-2%[10 µM]	-3%	-15%	?	-4%	3%	-3%
CCCn1c(=O)c2ccccc2n2c(SCCOc3ccc(Cl)cc3)nnc12	-5%	-6%	-10%	-4%	10%	34%[activator]	-2%	-5%
COc1cc(CC(=O)OCn2nnc3ccccc3c2=O)cc(OC)c1OC	-3%	-28%	-3%	1%	0%	20%	-3%	-1%
CCOCCCNC(=O)C(NC(=O)CNC(C)=O)c1ccc(Cl)cc1 (stereo unspecified)	2%	-22%	-3%	-12%	-8%	5%	-4%	2%
CCCCn1nnnc1SCC(=O)N1CCCC1	1%	?	-11%	2%	3%	0%	-8%	-3%
Cc1cc(C)nc(NC2=NCC(=O)N2c2ccc3c(c2)OCCO3)n1	-3%	-3%[10 µM]	-5%	1%	-13%	-4%	10%	-2%

Carrying on:
SMILES	TexasRed fluor	HTT cytoprotect	RECQ1 helicase	Tau fluor counter	Tau fibril ThT	L3MBTL1 block	Tau FP inhib	TRb-SRC2 inh
CCOC(=O)c1ccc(NC(=O)c2nc[nH]c2C(=O)N[C@@H](CC(C)C)C(=O)OC(C)(C)C)cc1	0%	4%[10 µM]	-25%	?	?	.	?	-1%
CCc1cccc2c(-c3ccccc3)c3c(nc12)OCC3	-6%	-60%[inhibitor]	-1%	-20%	?	.	-11%	-4%
C/C=C\C=C/C(=O)Nc1cccc(C2=NOC3(C2)C[C@@H](C(N)=O)N(C(=O)c2ccc(Cl)cc2)C3)c1 (stereo partly specified)	8%	-6%[10 µM]	-12%	-1%	1%	.	-1%	13%
Cc1ccc(NC(=O)c2cc(-c3ccc(F)cc3)on2)cc1C	1%	-35%[inhibitor]	0%	-14%	-26%	.	-1%	-2%
CCOc1ccc2nc(NC(=O)c3cnc(C)cn3)sc2c1	-11%	-18%[10 µM]	-9%	-20%	?	.	?	3%
CCOC(=O)c1ccc(NC(=O)N(CC)CC)cc1	0%	-23%	7%	7%	2%	6%[11.4 µM]	1%	4%
O=C(Nc1ccccc1)Nc1cc([N+](=O)[O-])ccc1F	0%	23%[0.074 µM]	-6%	?	-12%	1%	-11%	4%
CC(C)NC(=O)c1ccc(CNC(=O)OCC(F)(F)F)cc1	-2%	1%	i	2%	-5%	.	0%	2%
c1cncc(CSc2nnc3ccc(-c4ccncc4)nn23)c1	-23%	-47%	13%	-8%	-9%	-27%	4%	7%
Cn1cc(CN2CCN(c3cnccn3)CC2)c(-c2cccc(Cl)c2)n1	0%	11%[10 µM]	i	-8%	-13%	-18%	-4%	4%
CCCCN(C(=O)COc1ccc(C)cc1OC)c1c(N)n(CCC)c(=O)[nH]c1=O	-2%	-10%[10 µM]	-7%	19%	.	.	5%	1%
CCCCCCc1c(C)c2c(cc(C)c3c(C)coc32)oc1=O	7%	.	.	-12%	-2%	.	-4%	-5%
COc1ccc(OC)c(/C=N/NC(=O)CCc2ccc(O)c(O)c2)c1	-3%	6%[10 µM]	4%	8%	8%	-5%	?	-6%
Cc1noc(-c2ccc(-c3noc(-c4cccc(F)c4)n3)cc2)n1	-3%	.	.	-4%	-13%	.	10%	-4%
O=C(Nc1ccc(S(=O)(=O)N2CCc3ccccc32)cc1)c1ccco1	-4%	-6%[10 µM]	i	?	18%	-3%	?	8%
Cc1ccn(C)c(=N)c1	-2%	28%[10 µM]	i	-14%	-11%	-3%	0%	-2%
O=C(/C=C\c1ccc2c(c1)OCO2)NC1(C(=O)Nc2ccc3c(c2)OCCO3)CCCCC1	-3%	.	-14%	16%	14%	-4%	7%	6%
CCC(=O)Nc1cc2c(cc1C(C)=O)OCCO2	-4%	-4%[10 µM]	-5%	2%	-4%	8%	3%	-5%
COc1ccc(-c2nnc3c4ccccc4c(C)nn23)cc1	-2%	-20%	-1%	-10%	?	9%	1%	-10%
CC(=O)NCCNc1nc(-c2ccc(N(C)C)cc2)nc2ccccc12	-8%	-38%[inhibitor]	?	?	?	.	13%	5%
Cc1ccc(Cn2nnc3c(=O)[nH]c(C4CCN(S(=O)(=O)c5cc(C)ccc5C)CC4)nc32)cc1	1%	-74%[inhibitor]	-8%	-17%	-14%	-8%	0%	-5%
O=C1OC(c2ccco2)=N/C1=C\c1ccc(-c2cccc(C(F)(F)F)c2)o1	-6%	37%[10 µM]	-5%	-16%	?	-12%	11%	8%
COCCNC(=O)C(c1ccccc1)N(C(=O)Cn1nnc2ccccc21)c1cccnc1 (stereo unspecified)	-3%	-6%	-3%	-3%	-2%	24%	-3%	-5%
Cc1ccc(S(=O)(=O)NCC23C=CC(O2)C2C(=O)N(c4ccccc4)C(=O)C23)cc1 (stereo unspecified)	-1%	-31%	i	-4%	?	.	3%	-3%
CS(=O)(=O)Nc1ccc(C(=O)Nc2ccc(S(=O)(=O)N3CCCC3)cc2)cc1	-3%	-32%	3%	-15%	5%	14%	0%	-1%
CCCCCCC#Cc1cc(OC)c(OC)cc1C(N1CC(C)c2ccccc21)N1CC(C)c2ccccc21 (stereo unspecified)	4%[11.2 µM]	-22%[10 µM]	-7%[11.5 µM]	-9%[11.6 µM]	-13%[11.5 µM]	.	0%[11.6 µM]	6%[11.2 µM]
Cc1ccccc1NC(=O)CSc1nn2c(=O)c(C)nnc2s1	0%	.	-7%	-3%	-10%	13%	1%	-2%

Looked up by compound from the entries so far (5):
SMILES	TexasRed fluor	HTT cytoprotect	RECQ1 helicase	Tau fluor counter	Tau fibril ThT	L3MBTL1 block	Tau FP inhib	TRb-SRC2 inh
Cc1ccc(Cn2nnc3c(=O)[nH]c(C4CCN(S(=O)(=O)c5cc(C)ccc5C)CC4)nc32)cc1	1%	-74%[inhibitor]	-8%	-17%	-14%	-8%	0%	-5%
COc1ccc(-c2nnc3c4ccccc4c(C)nn23)cc1	-2%	-20%	-1%	-10%	?	9%	1%	-10%
Cc1ccc(S(=O)(=O)NCC23C=CC(O2)C2C(=O)N(c4ccccc4)C(=O)C23)cc1 (stereo unspecified)	-1%	-31%	i	-4%	?	.	3%	-3%
O=C1OC(c2ccco2)=N/C1=C\c1ccc(-c2cccc(C(F)(F)F)c2)o1	-6%	37%[10 µM]	-5%	-16%	?	-12%	11%	8%
COCCNC(=O)C(c1ccccc1)N(C(=O)Cn1nnc2ccccc21)c1cccnc1 (stereo unspecified)	-3%	-6%	-3%	-3%	-2%	24%	-3%	-5%

The list is partial; the hit share may differ from the screen's.
